TDP1 cell noCPT = qHTS for Inhibitors of human tyrosyl-DNA phosphodiesterase 1 (TDP1): qHTS in cells in absence of CPT; DT40 Tdp1-/- hTDP1 cells, no CPT, ATP luminescence, 48 h; Potency, µM (series often up to 46.2 µM), for the others: at the top dose activity change, negative = growth inhibition, actives largely listed as inhibitors; 420,000 compounds, 15% hits; further: nearly all actives have a fitted effect of over 55% in size
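A cellular qHTS used chicken DT40 cells lacking endogenous Tdp1 but carrying stably transfected human TDP1. Compounds were applied without camptothecin, and cell growth kinetics were judged by ATP-dependent luminescence after ≥48 hr.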
KAT2A inh = qHTS Assay for Inhibitors of GCN5L2; Histone acetyltransferase KAT2A (Homo sapiens), Q92830; GCN5L2 HAT assay, ThioGlo1 CoA-SH fluorescence; Potency, µM (series often up to 58.9 µM), for the others: at the highest dose activity change, negative = inhibition, hits mostly inhibitors; 390,000 compounds, 0.21% hits
Target sequence (Q92830 whole entry, looked up): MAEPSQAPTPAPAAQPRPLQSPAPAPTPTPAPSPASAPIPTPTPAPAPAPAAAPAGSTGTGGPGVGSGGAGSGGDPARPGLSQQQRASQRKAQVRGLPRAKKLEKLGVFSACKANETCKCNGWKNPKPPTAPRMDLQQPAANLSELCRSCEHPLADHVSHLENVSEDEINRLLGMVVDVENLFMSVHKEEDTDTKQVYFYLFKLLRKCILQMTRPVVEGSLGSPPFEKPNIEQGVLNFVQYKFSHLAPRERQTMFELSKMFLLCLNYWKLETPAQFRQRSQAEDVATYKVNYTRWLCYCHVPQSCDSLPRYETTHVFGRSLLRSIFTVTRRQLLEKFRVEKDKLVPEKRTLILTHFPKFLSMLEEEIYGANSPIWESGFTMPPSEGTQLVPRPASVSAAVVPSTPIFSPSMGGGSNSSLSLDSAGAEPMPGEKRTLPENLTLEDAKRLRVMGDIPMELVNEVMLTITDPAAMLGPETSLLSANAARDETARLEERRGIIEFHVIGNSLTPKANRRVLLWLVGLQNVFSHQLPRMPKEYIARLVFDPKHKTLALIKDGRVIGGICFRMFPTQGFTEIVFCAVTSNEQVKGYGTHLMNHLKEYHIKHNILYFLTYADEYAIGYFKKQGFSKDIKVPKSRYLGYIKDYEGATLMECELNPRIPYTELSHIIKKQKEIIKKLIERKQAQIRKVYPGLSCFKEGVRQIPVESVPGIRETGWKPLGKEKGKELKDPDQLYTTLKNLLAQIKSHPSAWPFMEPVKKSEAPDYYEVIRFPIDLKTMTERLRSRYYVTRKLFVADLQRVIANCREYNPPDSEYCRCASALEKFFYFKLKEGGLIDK
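Titration-based screen in which CoA formation is detected via maleimide probe ThioGlo1 (50uM) turning fluorescent on thiol reaction; substrates H3(1-25) 75uM and acetyl-CoA 70uM, GCN5L2 20nM, 20 min incubation at room temperature.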
DT40 TDP1 CPT = qHTS for Inhibitors of human tyrosyl-DNA phosphodiesterase 1 (TDP1): qHTS in cells in presence of CPT; chicken DT40 Tdp1-/-;hTDP1 cells + 20 nM CPT, ATP luminescence, 48 h; Potency, µM (top dose mostly 46.2 µM), without a hit: at the top dose activity change, negative = growth inhibition, hits mostly inhibitors; 420,000 compounds, 12% hits; AID 686979, 2013; further: nearly all actives have a fitted effect of over 55% in size
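Chicken DT40 Tdp1-/- cells stably complemented with human TDP1 were seeded at 400 cells/well in medium containing 20 nM camptothecin, exposed to pin-transferred compounds, and grown at 37 °C for at least 48 hr. Viability was read as ATP luminescence.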
Starred values were filed as active, the others as inactive; ? = inconclusive; · = not tested or not shown; & = joins results of further samples; ! = a repeat was not active; [ ] = dose if it differs, or a comment. The call rests on the fitted dose curve; in most records, active means well fitted curve in the direction sought with a large enough effect; inconclusive means small, poorly fitted or top-dose-only effect, or another doubt; inactive means no such curve, though single readings can be large; an effect the other way counts as inactive or inconclusive. On the % scale 0 is the no-effect control and ±100 the full control effect; potency means the concentration at half of the fitted maximal effect. Outcome played no part in choosing rows. About 18% of those tested had a hit in this group.

SMILES	TDP1 cell noCPT	KAT2A inh	DT40 TDP1 CPT
CS(=O)(=O)c1cnc(-c2ccccc2)nc1-c1ccc(Cl)c(Cl)c1	?	-12.0%	?
CC(C)(C)C#CCn1c(/C=[N+](\[O-])C2CCCCC2)nc2ccccc21	18.4µM*	2.5%	11.6µM*
CC(C)c1ccccc1NC(=O)CSc1n[nH]c(=O)n1C1CC1	-3.7%	-9.2%	-15.6%
O=C(NCCn1cccn1)c1ccc(OC2CCN(CCc3ccccc3)CC2)cc1	-18.9%	3.6%	13.4%
Cc1ccc2c(c1)c1c(n2C)C(=O)CCC1	-19.4%	?	-19.7%
CC1(C)Cc2c(sc(NC(=O)C(=O)N3CCOCC3)c2C(N)=O)CO1	20.4%	-3.2%	-17.9%
COc1ccc(Br)cc1[C@@H]1Nc2ccc(C(=O)O)cc2[C@@H]2C=CC[C@@H]21	-5.4%	1.1%	-5.3%
O=C(Nc1ccccc1-c1nc2ccccc2s1)c1ccco1	?	?	?
CCCCOc1ccc(C(=O)Nc2ccc(SC(F)F)cc2)cc1OC	?	-8.5%	-20.8%
COc1ccc(Cl)cc1NC(=O)CCc1nc(-c2ccccc2F)no1	16.4µM*	-7.0%&-7.2%	23.1µM*!
C=CCn1c(SCC(=O)Nc2c(C)nn(Cc3ccccc3)c2C)nnc1C(O)c1ccccc1 (centres undefined)	-9.1%	-1.7%	-13.0%
COc1ccc(Cc2nnc(NC(C)=O)s2)cc1	-15.7%	16.2%	1.7%
COc1cc(OC)cc(C(=O)NNC(=O)CCNC(=O)c2ccc(Br)cc2)c1	9.5%	-7.1%	-10.9%
CC(C)N(Cc1nc(COc2ccccc2)no1)Cc1nccn1C	-9.4%	-3.5%	-6.7%
CN(C)CCCNC(=S)N(Cc1cccs1)Cc1cc2cc3c(cc2[nH]c1=O)OCCO3	?	-9.4%	?
O=C(Nc1nncs1)c1cc(S(=O)(=O)N2CCCCC2)ccc1Cl	-21.7%	-2.8%	-0.2%
CCn1c(-c2ccco2)n[nH]c1=S	-7.3%	1.5%	-15.6%
COCCNC(=S)NC12CC3CC(CC(C3)C1)C2	-24.3%	-16.1%	-17.8%
CCc1ccc(CN2C(=O)c3ccccc3C2C(=O)NC(C)CC)cc1 (centres undefined)	?	3.6%	10.2%
Cc1ccc(S(=O)(=O)C2(C(=O)Nc3ccc4c(c3)OCO4)CC2)cc1	-17.3%	-5.9%	-17.0%

One compound at a time, as listed above.
Shown for COCCNC(=S)NC12CC3CC(CC(C3)C1)C2 → TDP1 cell noCPT = -24.3%; KAT2A inh = -16.1%; DT40 TDP1 CPT = -17.8%
Shown for CN(C)CCCNC(=S)N(Cc1cccs1)Cc1cc2cc3c(cc2[nH]c1=O)OCCO3 → TDP1 cell noCPT = ?; KAT2A inh = -9.4%; DT40 TDP1 CPT = ?

(next part)
SMILES	TDP1 cell noCPT	KAT2A inh	DT40 TDP1 CPT
O=C(Oc1ccc(/C=N/O)cc1)c1ccccc1	-16.3%	-4.4%	-10.1%
O=C(NC1CCCCC1)C(c1cccnc1)N(C(=O)CCl)c1ccc(F)cc1 (centres undefined)	0.581µM*	1.7%	0.517µM*
CC(C)CN(C(=O)c1nn(C)c(=O)c2ccccc12)c1nc2ccccc2s1	?	-2.8%	?
CS(=O)(=O)N1CCC2(CC1)CN(c1cccc(-c3ccccc3)c1)C2	18.4µM*	-14.0%	?
O=C(Nc1cccc(O)c1)c1cc2nc(-c3ccccc3)cc(-c3ccccc3)n2n1	-20.5%	-5.7%	-23.0%
COc1cccc(CNc2cccc(C(F)(F)F)c2)c1O	-9.8%	-11.8%	?
O=C(CNC(=S)N(CCCN1CCOCC1)Cc1cccs1)NC1CCCCC1	-5.5%	-3.3%	-10.9%
CCc1nc2ccccc2c2nc3ccccc3n12	-16.1%	-6.7%[0.501 µM]	?
Cn1c(CN2CCOCC2)nc2cc(NC(=O)c3ccccc3[N+](=O)[O-])ccc21	-2.6%	-3.1%	-10.7%
O=[N+]([O-])c1ccc(OCCOc2ccccc2/C=N/n2cnnc2)cc1	?	10.0%	1.0%
CC(C)Cn1c(SCC(N)=O)nnc1-c1cccc(S(=O)(=O)N2CCOCC2)c1	-0.1%	1.6%	10.2%
CCOC(=O)c1cc(C)n(S(=O)(=O)c2ccc(C)cc2)c1C	-24.0%	-15.9%	-20.3%
CCOC(=O)C(CSCC(=O)c1ccc(Cl)cc1)NC(=O)OC(C)(C)C (centres undefined)	-27.7%	0.3%	-28.6%
COc1ccccc1CNS(=O)(=O)c1c(C)[nH]c(C)c1C(=O)N1CCCC1	21.0%	0.5%	0.9%
Cc1cccnc1NC(=O)C1CCN(S(=O)(=O)c2cccs2)CC1	-10.3%	-4.4%[0.501 µM]	-5.7%
CC(C(=O)c1ccc(-c2ccccc2)cc1)[n+]1cccc(NC(=O)c2ccccc2)c1 (centres undefined)	14.6µM*	0.6%	18.4µM*
N/C(=N\OC(=O)c1ccc(Cl)cc1)c1ccc(Cl)cc1	-1.4%	1.7%	-1.5%
Cc1ccccc1N1CCN(S(=O)(=O)c2nnc(NC(=O)c3ccc(F)cc3)s2)CC1	-15.5%	-22.4%	-27.5%
Fc1cccc(Cc2noc(CN3CCN(c4cnccn4)CC3)n2)c1	-6.0%	-4.1%	1.5%
O=C(CCCn1c(=S)[nH]c2ccc(Br)cc2c1=O)N1CCN(c2ccccn2)CC1	?	-2.3%	?
Cc1cccc(OCC(=O)N(Cc2ccc(N(C)C)cc2)Cc2ccco2)c1C	7.31µM*	-15.5%	?
CCOCCCNCc1ccc(OCc2ccccc2Cl)cc1	?	2.1%	?
O=C(CCc1ccccc1)OCC(=O)c1cccc([N+](=O)[O-])c1	-14.6%	-4.8%	-5.1%
O=C(O)CCc1nnc(SCC(=O)Nc2cccc(C(F)(F)F)c2)[nH]c1=O	-20.7%	-4.1%	2.8%
CCn1c(=O)n(CC)c2cc(N3CCCC3)c(NC(=O)c3ccc(OC)c(Br)c3)cc21	11.6µM*	-26.8%	16.4µM*
O=c1nc2ccccc2c2n1C[C@H](CN1CCN(c3ccccc3)CC1)N2	4.3%	-6.4%	6.1%
Cc1ccc(S(=O)(=O)N2CCN(S(=O)(=O)N3CCOCC3)CC2)c(C)c1	-20.8%	-1.5%	-11.9%
CCOc1ccc(NS(=O)(=O)c2cc(C(=O)N3CCN(c4ccccc4O)CC3)ccc2Cl)cc1	?	-5.2%	-29.7%
OC(CSc1ccc(F)cc1)CN1CCN(c2ccccc2)CC1 (centres undefined)	-8.4%	-8.7%	-14.3%
COc1ccc(S(=O)(=O)N2CCCC2C(=O)NCc2cccs2)cc1 (centres undefined)	-22.0%	-4.3%	-26.6%
Cc1cc(OCC(=O)N2CCN(c3ccccn3)CC2)c(C)cc1Br	?	-7.1%	?
C#CCOCCOCCOCCNc1nc(N2CCN(C(=O)[C@H]([C@@H](C)CC)n3cc(CCCN=C(N)N)nn3)CC2)nc(N2CCN(C(=O)[C@H](CCCCN)n3cc(CC(C)O)nn3)CC2)n1 (some centres undefined)	-3.1%	-3.2%	-1.2%
Cn1c(-c2cc3c(C(F)(F)F)nn(C)c3s2)n[nH]c1=S	-14.0%	-30.5%	-6.9%
Clc1cccc(-c2nc(NCC3CCCO3)c3ccccc3n2)c1 (centres undefined)	?	-30.0%	?
CCCCOC(=O)CCc1n[nH]c(=O)[nH]c1=O	-2.9%	0.0%	6.6%
COc1cccc(-c2nc3nc(C)cc(C)n3c2NCc2ccccc2)c1	11.6µM*	·	?
Cc1ccc(SC[C@H](Cc2ccccc2)N2CC[C@@H](C(C)(C)C)CCC2=O)cc1	?	·	?
CC(C(=O)NC1CCCCC1)N(Cc1ccc(F)cc1)C(=O)c1snc(C(N)=O)c1N (centres undefined)	-6.9%	-3.8%	1.8%
COc1ccccc1C(=O)Nc1nc2nc(C)c(Cc3ccccc3)c(=O)n2[nH]1	-12.0%	-19.7%	-18.2%
CCCCn1c(SCC(=O)Nc2cc(C)[nH]n2)nc2ccsc2c1=O	-25.7%	-20.9%	?
OCCCCNCc1ccc(OCc2ccc(Cl)cc2)cc1	?	3.5%	?
Cc1c(S(=O)(=O)N2CC(C)CC(C)C2)c(=O)n(C)c(=O)n1C (centres undefined)	6.3%	-4.5%	21.5%
CCCc1nn2c(=O)cc(COC(=O)c3ccccc3NC(=O)c3ccc(Cl)cc3)nc2s1	?	16.5%	-23.3%
CSc1ccccc1NC(=O)COC(=O)c1ccccc1Cc1ccccc1	-23.6%	-7.2%	-1.5%
Cc1cc(NC(=O)CN2CCCCC2)n(-c2ccccc2)n1	?	-3.3%	-28.6%
CCN(CC)S(=O)(=O)c1ccc(C(=O)N2CCN=C2SCc2cccnc2)cc1	-19.6%	1.4%	-20.1%
CC(C)(C)c1ccc(C(=O)N2CCC2(C)C(=O)NS(=O)(=O)c2ccccc2Cl)cc1 (centres undefined)	-19.5%	·	-4.5%
Clc1ccc2c(c1)C=Nc1c(NCc3ccccc3)ncnc1O2	-12.4%	-4.3%	-16.5%
COC(=O)c1ccc(N2CCOCC2)c(NC(=O)c2cccnc2)c1	2.9%	?	18.9%
CCN(CC)c1ccc(/C=N/NC(=O)CNC(=O)c2cccnc2)cc1	17.6%	1.0%	31.8%[activator]

Entries shown so far that contain a thiophene ring, fused or not, in the order listed:
SMILES	TDP1 cell noCPT	KAT2A inh	DT40 TDP1 CPT
CC1(C)Cc2c(sc(NC(=O)C(=O)N3CCOCC3)c2C(N)=O)CO1	20.4%	-3.2%	-17.9%
CN(C)CCCNC(=S)N(Cc1cccs1)Cc1cc2cc3c(cc2[nH]c1=O)OCCO3	?	-9.4%	?
O=C(CNC(=S)N(CCCN1CCOCC1)Cc1cccs1)NC1CCCCC1	-5.5%	-3.3%	-10.9%
Cc1cccnc1NC(=O)C1CCN(S(=O)(=O)c2cccs2)CC1	-10.3%	-4.4%[0.501 µM]	-5.7%
COc1ccc(S(=O)(=O)N2CCCC2C(=O)NCc2cccs2)cc1 (centres undefined)	-22.0%	-4.3%	-26.6%
Cn1c(-c2cc3c(C(F)(F)F)nn(C)c3s2)n[nH]c1=S	-14.0%	-30.5%	-6.9%
CCCCn1c(SCC(=O)Nc2cc(C)[nH]n2)nc2ccsc2c1=O	-25.7%	-20.9%	?

More results:
SMILES	TDP1 cell noCPT	KAT2A inh	DT40 TDP1 CPT
CC(=O)NC(=S)Nc1ccc(S(=O)(=O)N(C)Cc2ccccc2)cc1	?	-23.1%	?
O=C(C1=C[C@H](C2CCCCC2)C[C@H](OCc2ccc(CO)cc2)O1)N1CCN(Cc2ccccc2)CC1	18.4µM*	-0.8%	18.4µM*
COc1ccc(NC(=O)Cn2ncn3c(cc4ccccc43)c2=O)c(OC)c1OC	-14.5%	0.9%	18.6%
Cc1ccccc1-c1cnc(C(O)c2ccccc2)[nH]1 (centres undefined)	-5.3%	·	-20.1%
Cc1ccc(C(=O)N/C(=C\c2ccco2)C(=O)N2CCSCC2)cc1C	2.2%	-10.3%	3.6%
COc1ccc(C(=O)Nc2ccc3c(c2)C(=O)c2ccccc2C3=O)cc1OC	?	-8.0%	10.3µM*
O=C(NCc1cccs1)c1cc(-c2ccccn2)nc2ccc(Br)cc12	?	0.0%	?
OC[C@@H]1CCCN1Cc1cn(-c2ccccc2)nc1-c1ccc2c(c1)OCO2	?	-2.1%	?
O=C(O)CCCC(=O)Nc1ccc2c(c1)oc1ccccc12	21.1%	0.2%	2.3%
O=c1c2[nH]c3ccc(F)cc3c2ncn1CC1CCCO1 (centres undefined)	11.7%	?	7.7%
c1ccc(CN2CCN(c3nc4ccccc4n4cnnc34)CC2)cc1	?	-2.7%	13µM*
ON=C1C2CC=C(c3ccccc3)C1CCC2 (centres undefined)	-25.7%	·	?
CCOC(=O)C1CCN(S(=O)(=O)c2cc3c4c(c2)C(C)C(=O)N4CCC3)CC1 (centres undefined)	3.2%&-19.7%	9.4%&0.6%	3.7%&-20.6%
Cc1ccc(NC(=O)CSc2nc(=O)n(CCN(C)C)c3c2CCCC3)cc1Cl	?	3.0%	?
COc1ccc(C(=O)O)cc1S(=O)(=O)NCCc1ccccn1	11.3%	21.0%	-2.0%
COc1ccc(/C=C/C(=O)Nc2nc3n(n2)C(c2ccccc2)C=C(c2ccc(Cl)cc2)N3)cc1 (centres undefined)	?	-6.0%	?
Cc1cccc2c(=O)cc(CSc3ccccc3NC(=O)C(C)C)[nH]c12	?	-4.1%	-5.5%
CCCc1nc(-c2cc3cc(C)ccc3[nH]c2=O)no1	-0.7%	-8.0%	-11.1%
COc1ccc(CCNC(=O)Cn2c([N+](=O)[O-])cnc2C)cc1OC	-0.5%	1.3%	4.7%

Screening results: PubChem, National Center for Advancing Translational Sciences (NCATS)
